ATG4B inhibitor: blocks human ATG4B protease cleavage of LC3 substrate; ATG4B cleavage of LC3-PLA2, NBD-HPC fluorescence, 1 h; inhibition, % at 8.33 µM; 0.51% of 340,000 active; AID 504462; in the data active = inhibition above about 40%
Target sequence (Q9Y4P1 whole entry, looked up): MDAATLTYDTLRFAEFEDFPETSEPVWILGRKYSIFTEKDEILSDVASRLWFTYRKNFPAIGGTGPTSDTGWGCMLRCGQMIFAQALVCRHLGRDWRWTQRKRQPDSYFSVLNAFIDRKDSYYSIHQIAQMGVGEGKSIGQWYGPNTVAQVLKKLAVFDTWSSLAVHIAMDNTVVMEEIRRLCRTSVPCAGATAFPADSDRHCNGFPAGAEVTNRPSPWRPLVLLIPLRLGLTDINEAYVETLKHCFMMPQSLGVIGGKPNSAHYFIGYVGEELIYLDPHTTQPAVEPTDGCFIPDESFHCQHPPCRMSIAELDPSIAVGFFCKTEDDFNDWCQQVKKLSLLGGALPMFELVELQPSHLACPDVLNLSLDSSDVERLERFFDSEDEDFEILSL
mIAP inh: mouse IAP inhibition | purified mouse IAP, CDP-Star luminescence, 30 min | inhibition, % at 10 µM | 0.2% of 330,000 active | AID 2806;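 active = inhibition of at least 40% at 10 µM in the primary screen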;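 also: plate controls were DMSO with enzyme for no effect and no enzyme wells for full effect; values of inactives mirror those of a sister screen read the other way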
Apaf-1 inh: inhibitors of human Apaf-1 apoptosome; O14727; 0.71% of 330,000 active; reconstituted apoptosome caspase-3 activity, DEVD-Rh110 fluorescence; inhibition, % at 20 µM; active = inhibition of at least 40% at 20 µM;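 also: plate controls were DMSO wells for no effect and DEVD-CHO caspase inhibitor wells for full effect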
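System: reconstituted apoptosome with Apaf-1, cytochrome c, caspase-9, procaspase-3, dATP; Signal: Rh110 fluorescence intensity; Schedule: 30 min compound preincubation, 50 min activation, room temperature; Reagent: cytochrome c trigger plus (Z-DEVD)2-Rh110 caspase-3 substrate.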
tim10-1 inh: tim10-1 yeast growth inhibition; 2.2% of 330,000 active; inhibition, % at 20 µM; AID 463190; S. cerevisiae tim10-1 ts strain growth, BacTiter-Glo, 24 h;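 active = inhibition of at least 40%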;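 also: mutant grown at 25 °C; 0% = DMSO wells with yeast and 100% = wells holding no yeast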
hIAP activ: human IAP activation. P09923. purified human IAP, CDP-Star luminescence, 30 min; hits give high values; 1 = vehicle-only enzyme, 0 = enzyme-free background. activation factor at 10 µM. 0.16% of 330,000 active. AID 2524;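 active = activation factor of the enzyme at least 2-fold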; also: the source names both 10 and 20 µM as test concentration; values of inactives mirror those of a sister screen read the other way
Target sequence (P09923 whole entry, looked up): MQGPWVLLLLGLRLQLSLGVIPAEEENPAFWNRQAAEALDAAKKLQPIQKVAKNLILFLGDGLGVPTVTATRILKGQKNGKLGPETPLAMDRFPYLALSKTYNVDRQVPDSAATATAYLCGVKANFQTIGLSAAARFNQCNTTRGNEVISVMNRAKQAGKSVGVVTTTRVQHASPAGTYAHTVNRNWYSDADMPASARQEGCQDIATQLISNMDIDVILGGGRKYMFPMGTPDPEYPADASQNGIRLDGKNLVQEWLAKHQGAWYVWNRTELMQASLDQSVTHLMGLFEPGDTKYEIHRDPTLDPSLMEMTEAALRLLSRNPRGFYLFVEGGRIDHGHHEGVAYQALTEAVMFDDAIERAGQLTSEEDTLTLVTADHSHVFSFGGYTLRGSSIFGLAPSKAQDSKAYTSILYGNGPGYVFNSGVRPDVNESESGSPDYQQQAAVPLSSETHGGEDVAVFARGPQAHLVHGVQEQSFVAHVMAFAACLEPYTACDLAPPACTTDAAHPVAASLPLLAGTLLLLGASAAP
mIAP act: increases mouse intestinal alkaline phosphatase activity. muIAP, CDP-Star luminescence, 30 min; hits give high values; 1 = vehicle-only enzyme signal, 0 = enzyme-free wells. activation factor at 10 µM. 0.24% of 330,000 active. AID 2805;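 active = activation factor of at least 2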; also: the source names both 10 and 20 µM as test concentration; values of inactives mirror those of a sister screen read the other way
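Assay system: mouse IAP enzyme / Compound: DMSO-dissolved test compounds / Timing: 30 min, room temperature / Measured by: luminescence from enzymatic CDP-Star hydrolysis / Control set: DMSO-only wells, enzyme-free buffer wells as negative control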
hIAP inh: blocks human intestinal alkaline phosphatase; P09923; purified IAP, CDP-Star luminescence, 30 min; inhibition, % at 10 µM; 0.12% of 330,000 active; AID 2544;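 active = inhibition reaching a set limit with compound at 10 µM in the primary screen, cut at about 35% in these data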;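 also: plate controls were DMSO wells with enzyme for no effect and no-enzyme buffer wells for full effect; values of inactives mirror those of a sister screen read the other way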
NLRP3 yeast inh: inhibitors of NALP3 inflammasome in yeast; Yeast reconstituted NLRP3/ASC/caspase-1, beta-gal luminescence, 24 h; inhibition, % at 10 µM; 0.39% of 330,000 active; AID 2825;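 active = inhibition of 50% or more; inactive = inhibition below 50%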;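 also: plate controls were induced DMSO wells for no effect and uninduced yeast grown without galactose for full effect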
TIM10 inh: TIM10 yeast growth inhibition | AID 463195 | S. cerevisiae TIM10 strain growth, BacTiter-Glo luminescence, 24 h | inhibition, % at 10 µM | 1.4% of 330,000 active;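 active = inhibition of 40% or more at the single tested concentration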;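 also: wild-type TIM10 isogenic control strain grown at permissive 25 °C; 0% = DMSO yeast wells and 100% = minimal medium wells without yeast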
Starred values were filed as active, the others as inactive. Compounds as they come. Share with any hit: about 4.5%.

nr	molecule	ATG4B inhibitor	mIAP inh	Apaf-1 inh	tim10-1 inh	hIAP activ	mIAP act	hIAP inh	NLRP3 yeast inh	TIM10 inh
1	CNC(=S)N/N=C/c1c(C)nn(-c2ccccc2)c1Cl	-8.5	3.5	-8.7	27.0	0.95	0.965	5.0	38.1	1.7
2	Cc1cccc(/C=N/c2sc3c(c2C(=O)OC(C)(C)C)CCN(C)C3)c1O	10.2	21.4	4.6	5.7	0.912	0.786	8.8	20.9	12.6
3	NC(=O)NNC1=Nc2cccc3cccc1c23	5.1	6.6	-3.2	-6.5	1.14	0.934	-14.1	7.5	-4.4
4	Cc1nc2cc(-c3ccc(F)cc3)[nH]n2c(=O)c1C	2.6	0.2	-1.5	-21.9	1.1	0.998	-10.5	1.6	-17.4
5	Cc1ccccc1C(=O)N1CCN(c2ccc(NC(=O)c3cccnc3)cc2)CC1	1.7	0.2	-10.9	6.3	1.04	0.998	-3.6	32.2	5.4
6	CC(C(=O)Nc1cc([N+](=O)[O-])ccc1Cl)N1CCN(c2ccccc2O)CC1 (centres undefined)	-1.7	4.1	8.5	17.0	1.13	0.959	-13.1	8.2	30.2
7	COC(=O)c1ccc(NC(=S)N2CCN(Cc3ccccc3OC)CC2)cc1	-10.8	-17.1	16.6	-17.0	1.05	1.17	-5.0	11.2	-19.0
8	CCOc1cc(C(N)=O)cc(Br)c1OCC	16.9	-3.2	5.6	13.2	0.879	1.03	12.1	-3.2	-19.2
9	C=CCN(CC=C)C(=O)CN1C(=O)c2ccccc2C1=O	1.4	-0.9	-2.8	0.8	0.881	1.01	11.9	19.1	2.2
10	COCCN(C(=O)c1snc(C(N)=O)c1N)C(C(=O)NC1CCCC1)c1cc(OC)c(OC)c(OC)c1 (centres undefined)	0.9	-1.2	7.0	3.8	0.93	1.01	7.0	11.6	-14.1
11	CC1=NN(C(=O)c2ccc(Cl)cc2)C(O)(c2ccccc2)C1 (centres undefined)	6.7	8.2	-0.3	12.4	1.16	0.918	-15.6	30.2	7.5
12	COc1ccc(OC)c(NC(=S)NCc2cccs2)c1	-8.7	-4.6	-6.2	19.5	1.02	1.05	-2.5	10.4	13.8
13	Cc1ccc(-c2cc(C(=O)Nc3ccc(S(=O)(=O)Nc4ncccn4)cc3)[nH]n2)c(O)c1C	3.2	27.1	2.1	-8.5	1.39	0.729	-39.4	16.2	-28.8
14	Cc1ccc(C)c(SCC(=O)Nc2ccc(S(=O)(=O)Nc3ncccn3)cc2)c1	-6.2	11.5	-0.5	-6.0	1.12	0.885	-12.3	8.0	11.5
15	CNC(=S)N1N=C(c2ccc(C)cc2)CC1c1ccc(OC)cc1 (centres undefined)	-15.7	-3.7	20.5	18.5	1.21	1.04	-20.6	40.3	17.8
16	CC(=O)Nc1cccc(C(=O)/C=C/c2ccc(Br)cc2)c1	-5.9	5.4	12.8	22.6	0.745	0.946	25.5	26.5	35.1
17	O=C(NC1CCCN(Cc2ccccc2F)C1)C1CCC1 (centres undefined)	-11.8	-7.1	-2.8	-16.7	0.906	1.07	9.4	16.4	-2.3
18	Cc1cc(Br)ccc1NC(=O)C1CCCO1 (centres undefined)	-6.0	-1.0	-24.1	4.3	1.05	1.01	-5.0	-1.0	5.9
19	Cc1nc(Nc2ccc(Cl)c(Cl)c2)sc1C(=O)Nc1ccccc1	9.7	-10.0	24.2	59.5*	0.936	1.1	6.4	37.7	52.6*
20	CCN(CC)C(=O)Cn1cc(S(=O)(=O)CC(=O)NCc2ccc(C)cc2)c2ccccc21	-0.8	3.9	-3.8	-12.7	1.2	0.961	-19.8	16.5	-0.4
21	Cc1cc(NC(=O)C2CC(c3ccccc3Cl)=NO2)no1 (centres undefined)	6.1	3.0	-4.0	22.9	1.04	0.97	-3.7	13.2	-15.0
22	COC(=O)c1ccc2c(=O)n(CCCCCC(=O)NCc3ccccc3)c(=O)[nH]c2c1	-2.8	5.6	-3.8	10.2	0.856	0.944	14.4	6.4	-10.1
23	CCOC(=O)c1sc(N2C(=O)C(O)=C(C(=O)c3ccc(C)o3)C2c2ccc(OC)c(OC)c2)nc1C (centres undefined)	-10.9	14.2	12.1	11.2	0.959	0.858	4.1	4.1	14.6
24	CCC1=NN2C(=N)/C(=C\c3cccn3-c3ccc(C)cc3C)C(=O)N=C2S1	35.9	15.6	-5.6	31.4	1.06	0.844	-5.7	14.2	33.5

Given with two lines to a compound: part of the list above
Value order – ATG4B inhibitor	mIAP inh	Apaf-1 inh	tim10-1 inh	hIAP activ	mIAP act	hIAP inh	NLRP3 yeast inh	TIM10 inh
15	CNC(=S)N1N=C(c2ccc(C)cc2)CC1c1ccc(OC)cc1 (centres undefined)
    -15.7	-3.7	20.5	18.5	1.21	1.04	-20.6	40.3	17.8
13	Cc1ccc(-c2cc(C(=O)Nc3ccc(S(=O)(=O)Nc4ncccn4)cc3)[nH]n2)c(O)c1C
    3.2	27.1	2.1	-8.5	1.39	0.729	-39.4	16.2	-28.8

Going on with the list:
nr	molecule	ATG4B inhibitor	mIAP inh	Apaf-1 inh	tim10-1 inh	hIAP activ	mIAP act	hIAP inh	NLRP3 yeast inh	TIM10 inh
25	NCCCC[C@@H]1NC(=O)c2cc([N+](=O)[O-])cc(I)c2SC[C@@H](C(N)=O)NC(=O)[C@H](Cc2ccc(O)cc2)NC1=O	-1.8	8.2	6.3	2.2	0.934	0.918	6.6	12.2	1.8
26	CC(C)C[C@H]1CN=C(N(C)C)N1CC(C)C	-2.0	-28.3	6.9	-8.7	0.832	1.28	16.8	-5.0	1.3
27	C=C[C@@H](C)N(Cc1ccc(OC)cc1)S(=O)(=O)N(Cc1ccccc1)[C@H](C=C)C(C)C	-0.3	7.0	15.3	11.1	0.995	0.93	0.5	21.5	-10.2
28	COC(=O)c1sc2ncccc2c1OCc1ccccc1Cl	6.5	8.0	0.2	25.6	0.895	0.92	10.5	-0.9	23.8
29	CCC(=O)Nc1cc(C(=O)O)ccc1Sc1ccccc1	-5.4	-3.8	0.9	-4.5	1.22	1.04	-21.9	12.1	-6.7
30	Cn1c(C(=O)O)c(CC(=O)Nc2ccccc2F)c2ccccc21	-1.6	-0.8	3.2	-4.1	1.02	1.01	-2.0	-8.8	0.0
31	COc1ccccc1NC(=O)CSc1nnnn1-c1ccc(F)cc1	-0.6	-7.1	1.2	3.9	1.03	1.07	-3.5	15.3	3.7
32	CCCCN(CC)C(=O)c1n[nH]c(=O)c2ccccc12	-7.3	1.1	-20.0	9.2	0.925	0.989	7.5	5.8	2.1
33	COc1ccccc1C(=O)NNC(=O)C(=O)Nc1cccc(Cl)c1C	4.8	15.6	9.8	-34.3	1.39	0.844	-39.2	26.2	-38.0
34	COc1ccc(/C=C(/NC(=O)c2ccccc2)c2nc3ccc(Cl)cc3[nH]2)cc1OC	-8.0	10.6	14.5	7.9	0.866	0.894	13.4	10.9	-0.5
35	CCOC(=O)C1CCCN(C2=NC(=O)/C(=C/c3ccc(N(C)C)cc3)S2)C1 (centres undefined)	-7.8	-7.4	11.5	26.5	0.767	1.07	23.3	17.0	18.1
36	O=C(NCc1cccnc1)c1csc2c1CCCC2	0.1	-10.9	0.9	-16.4	1.02	1.11	-1.9	-2.8	-10.2
37	Cc1ccc(NC(=O)NNC(=O)COc2ccc3ccccc3c2)cc1	5.1	2.9	11.4	-14.7	1.85	0.971	-84.6	3.8	-2.0
38	CCOC(=O)CSc1nc(N)nc(C)c1Br	-10.2	10.7	-1.5	9.2	0.949	0.893	5.0	14.3	3.0
39	c1ccc(CO/N=C(\c2ccc(C3CC3)nc2)C2CC2)cc1	16.4	3.4	9.9	8.7	0.982	0.966	1.8	13.9	-9.6
40	C=CCc1ccccc1OCC(O)CN1CCN(c2ccc(C)cc2)CC1 (centres undefined)	14.7	-0.6	18.6	15.8	1.02	1.01	-2.1	38.5	7.1
41	CCOC(=O)c1c(C)nc2sc(C(N)=O)c(N)c2c1-c1ccccc1	54.2*	-20.8	21.6	6.3	0.997	1.21	0.3	15.9	-11.9
42	O=C(NNc1ccc(-c2csnn2)cc1)c1cc(Cl)cc(Cl)c1	-6.4	21.5	-11.9	-26.7	0.948	0.785	5.2	33.0	-5.9
43	CCN(CC)S(=O)(=O)c1ccc(NC=C(C#N)C#N)cc1	-6.1	-10.9	-7.7	-10.1	1.14	1.11	-13.5	-9.2	-5.8
44	COc1ccc(CNC(=S)Nc2cccc(C)c2)cc1	7.8	-31.4	5.1	4.2	0.893	1.31	10.7	10.2	16.3
45	O=C(CSC1=NC2(CCCCC2)N=C1c1ccccc1)Nc1ccc2c(c1)OCCO2	1.1	14.6	7.4	8.9	0.95	0.854	5.0	25.7	-1.5
46	O=C1C=C(N2CCOCC2)CCC1	10.6	5.1	-4.2	-6.4	0.926	0.949	7.4	5.4	-2.0
47	CCC(=O)Nc1ccc(C(=O)NNC(=O)C(c2ccccc2)c2ccccc2)cc1	25.1	-3.6	4.2	9.6	0.954	1.04	4.6	11.7	-10.5
48	CC(=O)C1=C(O)C(=O)N(c2ccc(O)cc2)C1c1cccc(F)c1 (centres undefined)	-2.4	1.7	0.2	-3.2	1.1	0.983	-10.5	2.0	-15.8
49	CC(=O)c1cccc(NC(=O)CCCNC(=O)c2ccc(Cl)cc2)c1	4.2	2.9	-1.5	-14.1	0.929	0.971	7.1	-0.4	14.2
50	Cn1nc(C(=O)Nc2ccc(S(=O)(=O)NCc3ccco3)cc2)c2ccccc2c1=O	-12.2	3.7	-5.2	18.3	0.969	0.963	3.1	0.7	2.5
51	Cc1ccc(-c2nc3ccccc3c(=O)o2)cc1	0.4	-1.1	2.9	2.9	1.78	1.01	-77.9	17.1	-1.0
52	CCn1nc(NC(=O)C(C)C)c2cc3cccc(C)c3nc21	-4.1	-30.3	16.0	30.2	1.37	1.3	-37.2	9.4	25.8
53	COc1ccc(NC(=O)C2CCCN(c3cnccn3)C2)c(OC)c1 (centres undefined)	-0.7	2.2	1.1	27.2	1.02	0.978	-2.2	11.1	19.1
54	COC(=O)c1cc(C(=O)OC)cc(-n2c(C)cc(C(=O)COC(=O)CNS(=O)(=O)c3ccc(C)cc3)c2C)c1	-16.7	-3.0	9.3	8.1	1.04	1.03	-3.6	8.2	16.3
55	Cc1cccc(N2CCN(C(=O)c3nn(C)c4c3CS(=O)(=O)c3ccccc3-4)CC2C)c1 (centres undefined)	4.1	-0.2	14.6	36.1	0.927	1	7.3	10.8	-21.4
56	CC(C)CCNC(=O)CN(C(=O)CCC(=O)Nc1nccs1)c1ccc2c(c1)OCCO2	-4.7	-3.7	1.3	-0.2	1	1.04	-0.1	7.6	-27.6
57	Cc1ccc(-c2nnc(SCC(=O)Nc3cccnc3Cl)n2N)cc1	-0.7	0.8	2.4	-15.2	0.935	0.992	6.5	18.7	-7.3
58	Cc1ccc(NC(=O)C(=O)NC2CCCCC2)cc1	-0.4	5.8	-9.0	-3.6	1.03	0.942	-2.8	26.9	-2.8
59	CCOc1ccccc1CNC(=O)C1CCN(c2nn3c(=O)cc(C)nc3s2)CC1	-1.8	1.7	2.1	-0.4	1.28	0.983	-28.1	13.5	-4.8
60	O=C(/C=C/c1ccccc1)c1ccccn1	3.6	9.4	15.2	28.4	0.979	0.906	2.1	-7.9	14.1
61	COc1ccc(C(=O)O)c(OC)n1	-6.5	-6.1	-1.1	-7.8	1.08	1.06	-8.5	1.7	-10.4
62	O=C1CCCCC1Oc1ccc2ccc(=O)oc2c1 (centres undefined)	-4.7	-0.3	5.6	1.6	0.957	1	4.3	16.5	-0.7

Screening data (PubChem)
